# Bioassay records deposited in PubChem BioAssay by The Scripps Research Institute Molecular Screening Center.
# CHRM5 antagonist = CHRM5 antagonism in calcium assay; actives 0.59% (n = 360,000); AID 624040; inhibition, % at 3 µM; P08912; CHO-hM5 cells, Fluo-8 calcium fluorescence, ACh EC80;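 active = inhibition above a per-plate cutoff, the mean of that plate's test compounds plus 3 SD, cut at about 27% in these data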;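 note: 0% = acetylcholine EC80 with DMSO and 100% = DMSO without agonist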
# CHRM1 antagonist = human CHRM1 antagonism. P11229. CHO-K1 hM1, Fluo-8 calcium fluorescence, ACh EC80 antagonist. inhibition, % at 3 µM. actives 1.3% (n = 360,000). AID 588852;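 active = percent inhibition above its own plate's cutoff, namely the mean of that plate's compound wells plus 3 SD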;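 note: peak over basal fluorescence ratio during 140 s after agonist addition; 0% = ACh EC80 plus DMSO and 100% = DMSO alone without agonist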
# M5 PAM = potentiates acetylcholine response at human M5 receptor; P08912; actives 0.3% (n = 360,000); activation, % at 3 µM; CHO-K1 hM5, Fluo-8 calcium, ACh EC20 PAM; 0% = ACh EC20, 100% = ACh EC100;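 active = activation above the run cutoff, the mean activation of all test compounds plus 3 SD, cut at about 18% in these data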
#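 Test system: CHO-K1 hM5 cells / Doses: single-point, 3 µM nominal / Times: Post-acetylcholine fluorescence recording 140 s / Technique: Fluo-8 calcium fluorescence / Measure: Max/basal fluorescence ratio as % of EC20–EC100 ACh window / Benchmarks: low control EC20 acetylcholine (0%), high control EC100 acetylcholine (100%) / Replicates: one well per compound, no replicates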
# M1 PAM = human CHRM1 positive allosteric modulation. P11229. CHO-K1 hM1, Fluo-8 calcium fluorescence, ACh EC20; 0% = ACh EC20, 100% = maximal ACh. activation, % at 3 µM. actives 0.088% (n = 360,000); in the data active = activation above about 19%, passing the limit was not always enough
# TAAR1 ag = human TAAR1 agonism. Q96RJ0. CHO RD-HGA16 TAAR1, Fluo-8 calcium fluorescence; vehicle wells 0%, saturating PEA agonist 100%. activation, % at 3 µM. actives 0.99% (n = 360,000);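 active = activation above the mean activation of all test compounds in the run plus 3 SD, cut at about 38% in these data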
# Target sequence (Q96RJ0 whole entry, looked up): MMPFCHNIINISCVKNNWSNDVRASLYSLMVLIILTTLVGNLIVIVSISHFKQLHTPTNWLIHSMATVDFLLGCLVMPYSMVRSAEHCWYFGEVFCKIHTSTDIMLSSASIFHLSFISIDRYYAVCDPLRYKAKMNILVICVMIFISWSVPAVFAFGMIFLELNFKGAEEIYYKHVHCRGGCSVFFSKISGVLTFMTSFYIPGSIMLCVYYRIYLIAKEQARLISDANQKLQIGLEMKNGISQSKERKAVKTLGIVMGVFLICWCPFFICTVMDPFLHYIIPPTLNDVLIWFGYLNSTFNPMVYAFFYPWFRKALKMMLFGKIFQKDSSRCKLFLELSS
#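 System: CHO-derived RD-HGA16 cells with stable Gα16 and human TAAR1 / Times: 17-24 h plating, Fluo-8 75 min 37 °C, 30 min RT / Technique: calcium-sensitive Fluo-8 signal, excitation 470-495, emission 515-575 nm / Measure: % activation relative to PEA EC100 response / Benchmarks: DMSO and PEA EC100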
# CHRM4 antagonist = blocks acetylcholine activation of human M4 receptor. P08173. CHO-hM4 cells, ACh EC80, Fluo-8 calcium fluorescence. inhibition, % at 3 µM. actives 0.73% (n = 360,000). AID 624125;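 active = inhibition above its plate's cutoff, the mean inhibition of sample wells plus 3 SD, cut at about 27% in these data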;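 note: 0% = acetylcholine EC80 with DMSO and 100% = DMSO without agonist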
# Target sequence (P08173 whole entry, looked up): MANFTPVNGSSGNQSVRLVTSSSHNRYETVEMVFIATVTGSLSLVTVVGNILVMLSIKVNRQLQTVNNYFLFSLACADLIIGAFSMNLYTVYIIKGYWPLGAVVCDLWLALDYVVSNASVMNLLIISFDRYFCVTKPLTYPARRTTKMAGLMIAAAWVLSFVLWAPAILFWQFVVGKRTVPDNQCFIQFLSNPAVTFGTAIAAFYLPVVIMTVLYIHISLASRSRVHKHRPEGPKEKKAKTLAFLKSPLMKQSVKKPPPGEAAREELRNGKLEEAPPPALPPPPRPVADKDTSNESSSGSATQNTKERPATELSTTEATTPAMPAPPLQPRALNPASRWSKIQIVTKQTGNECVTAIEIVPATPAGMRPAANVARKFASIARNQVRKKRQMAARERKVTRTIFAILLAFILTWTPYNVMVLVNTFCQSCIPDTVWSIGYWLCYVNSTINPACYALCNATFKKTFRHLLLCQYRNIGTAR
# M5 ag = CHRM5 agonism in calcium assay; activation, % at 3 µM; AID 624037; P08912; CHO-K1 hM5 cells, Fluo-8 calcium fluorescence; 0% DMSO wells, 100% maximal acetylcholine response; actives 0.19% (n = 360,000);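 active = activation above the run's mean over test compounds plus 3 SD, cut at about 23% in these data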;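 note: signal is peak over basal fluorescence ratio across the kinetic read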
# M4 ag = agonists of human muscarinic M4 receptor (CHRM4) | activation, % at 3 µM | P08173 | CHO-K1 hM4/Gqi5, Fluo-8 calcium fluorescence; vehicle 0%, full acetylcholine response 100% | actives 0.14% (n = 360,000);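 active = activation above the run mean over all test wells plus 3 SD, cut at about 32% in these data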;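 note: peak over basal fluorescence ratio per well then scaled between controls; 0% = DMSO wells and 100% = acetylcholine at EC100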
# M1 ag = activates human CHRM1 receptor. CHO-K1 hM1, Fluo-8 calcium fluorescence, agonist mode; 0% DMSO, 100% acetylcholine EC100. activation, % at 3 µM. actives 0.33% (n = 360,000). AID 588814;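 active = activation above the run's mean compound activation plus 3 SD, cut at about 16% in these data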;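 note: peak over basal fluorescence ratio within a 140 s kinetic read after compound addition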
# Numbers without * were called inactive; . = no result given. An excerpt; the hit share may differ from the screen's.
SMILES,CHRM5 antagonist,CHRM1 antagonist,M5 PAM,M1 PAM,TAAR1 ag,CHRM4 antagonist,M5 ag,M4 ag,M1 ag
CSCCC1NC(=O)N(CC(=O)Nc2cccc3ccccc23)C1=O (stereo unspecified),-9,-10,2,-5,7,1,-1,1,0
CCN1CCN(CCCNC(=O)CCC(=O)N2CC(C)Oc3ccc(C)cc32)CC1 (stereo unspecified),4,0,-4,0,0,-17,-1,0,-9
O=C(CSc1ncnc2c1cnn2-c1cccc(Cl)c1)NCC1CCCO1 (stereo unspecified),6,-11,-2,-1,1,-6,0,2,2
Cc1ccc(C)c(NC(=O)CS(=O)(=O)c2c[nH]c3ccccc23)c1,6,-16,-4,10,0,-3,2,2,-1
O=C(CCn1nc(-c2ccccc2)c2ccccc2c1=O)NCC1CCCO1 (stereo unspecified),4,-1,3,4,0,3,-6,1,-2
O=C(Cc1ccccc1)N1CCC(C(=O)N2CCN(c3ccc(F)cc3)CC2)CC1,2,-14,1,7,3,-4,-1,0,-5
O=C(NC1CCCC1)C(c1ccc(F)cc1)N1CCC(O)(c2ccc(Cl)cc2)CC1 (stereo unspecified),-2,.,-5,.,-1,-11,-6,0,.
Nc1ccc(-c2nc3ncccc3o2)c(O)c1,-4,-10,4,10,0,-5,-2,0,-1
CCc1nc2ccc(C(=O)Nc3ccc(OC)c(OC)c3)cn2c1N(C)CCC(C)C,1,-18,5,14,82*,-23,8,1,7
COc1ccc(-c2nc(NC(=O)Cn3c(=O)oc4ccccc43)sc2C)cc1,3,-3,-6,1,5,-5,-3,6,-7
Cc1noc(C)c1CSc1nc2ccccc2c(=O)n1-c1ccc(F)cc1F,-2,-15,-5,-3,1,-12,-9,0,-5
CCn1c(C)nc2cc(-c3nnc(-c4c(-c5ccccc5)noc4C)o3)ccc21,-5,6,-3,-8,16,-6,1,12,-4
CCCCCn1cnc2sc(-c3ccccc3)cc2c1=O,-9,-7,7,6,4,-14,-6,0,-3
Cc1ccc(/C=C2/N=C(c3ccccc3)NNC2=O)cc1,20,-13,-14,8,5,9,-4,1,1
Cc1nn(Cc2ccccc2Cl)c(C)c1NC(=O)/C=C/c1cnn(C)c1,5,-3,-7,6,6,4,-4,1,-4
c1ccc(-n2cnc3cc(NCc4cccs4)ccc32)cc1,2,-15,0,-1,3,-15,-5,3,-6
Cc1ccc(CNC(=O)C2(S(=O)(=O)c3ccc(C)cc3)CC2)cc1,13,-3,1,1,-4,-1,-7,-2,-10
O=C(NCC(=O)N1CCOCC1)c1ccc(Br)cc1,-12,-7,9,6,0,-5,-3,1,-3
Cc1ccc(S(=O)(=O)n2nccc2-c2c(-c3ccc(Cl)cc3)noc2C)cc1,17,13,0,-6,0,11,0,-1,-3
Cc1cccc(C(C)C)c1NC(=O)c1ccc(CN(c2ccccc2)S(=O)(=O)c2ccccc2)cc1,10,4,-5,3,2,-9,-1,0,1
C/C(N)=C(/C#N)C(=O)CSc1nnc(NC(C)C)s1,-10,-7,7,7,15,-7,-2,0,-4
CC1CN(C(=O)CNC(=O)COc2ccccc2)CC(C)O1 (stereo unspecified),14,-3,4,5,-1,-2,1,0,-3
CC(C)Cn1c(S(=O)(=O)O)nc2ccccc21,-4,-16,3,6,0,9,2,1,-2
Nc1ccc2c(c1)N1CCN=C1S2,2,13,3,-13,10,5,-2,1,-7
O=C(NC1CCCCC1)C(c1ccco1)N(C(=O)c1csnn1)C1CCCC1 (stereo unspecified),1,10,-1,-3,7,4,-3,0,-6
Nc1ccccc1OCP(=O)(c1ccccc1)c1ccccc1,4,2,-2,8,0,6,-4,1,-6
N#C/C(=C\c1ccc(-c2ccccc2[N+](=O)[O-])o1)C(=O)Nc1nc(-c2cccs2)cs1,0,-1,-7,0,6,4,-2,1,-3
CSc1ccc(Cl)c(C(=O)N2CCN(CC(=O)N3CCCC3)CC2)c1,5,-2,0,4,21,6,-1,0,-3
CCOC(=O)C1C(=O)C=C(c2ccc(C)cc2)CC1c1ccccc1 (stereo unspecified),1,-9,-9,5,-1,-3,-6,1,-7
Cc1cc2c(cc(C(=O)OC(C(=O)NCc3ccco3)C(C)C)n2C)o1 (stereo unspecified),13,-36,0,20,0,0,4,3,9
Cc1ccc2onc(CC(=O)O)c2c1,15,18,4,-5,3,5,-1,0,-5
CCOC(=O)C1CCCN(C(=O)c2ccc3ncsc3c2)C1 (stereo unspecified),-2,-6,6,4,2,5,-8,1,-3
Cc1nc2ccccc2c(=O)n1NC(=O)c1ccc(F)cc1Cl,-9,-1,3,0,5,-3,3,1,-2
C=CCn1nnnc1SCC(=O)Nc1ccccc1C(=O)OC,-1,-9,-5,6,3,6,1,1,-4
O=[N+]([O-])c1csc2ccccc12,10,-16,2,15,-1,-4,1,1,0
Cc1cc(C)c(NC(=O)CN(C2CCCCC2)C2CCCCC2)c(C)c1,-1,-19,8,11,2,5,2,6,3
COc1ccc(-c2noc(CCC(=O)N(C)c3cccc(C)c3)n2)cc1,3,-14,-6,4,8,-5,-2,3,-3
CCC(=O)NNc1cc(=O)c2c(=O)n(C)c(=O)n(C)c2[nH]1,0,-11,0,9,15,-3,-1,0,2
Cc1ccc(C(=O)NCC(=O)OCC(=O)Nc2ncc(C(F)(F)F)cc2Cl)cc1,-11,-7,3,9,-1,0,-4,0,-10
Cc1cc(NC(=O)CCSc2ccc(Cl)cc2)no1,8,-9,-5,5,1,9,-2,0,-6
O=C(NCC(c1ccco1)N1CCN(c2ccc(F)cc2)CC1)c1cccs1 (stereo unspecified),6,3,-1,-2,0,3,1,1,-5
CC1CCc2c(sc(NC(=O)COC(=O)c3ccccc3NCc3ccco3)c2C#N)C1 (stereo unspecified),13,-4,-10,2,11,5,-2,1,-5
O=C(O)c1ccc2c(c1)C(=O)N(NC(=O)c1ccccc1)C2=O,-4,9,-1,-6,6,-11,-1,1,-4
COc1ccc(C)cc1N(CC(=O)Nc1ccc(S(=O)(=O)N2CCOCC2)cc1)S(C)(=O)=O,11,-10,-3,4,4,1,-3,1,-3
Cc1ccc(-c2nnn(CC(=O)N(c3ccccc3)C(C(=O)NCC3CCCO3)c3cccs3)n2)o1 (stereo unspecified),-3,7,-6,2,1,9,-4,1,-5
Cc1nn(C(C)C(=O)NCc2ccccc2Cl)c(=O)c2c1sc1ccccc12 (stereo unspecified),-3,-3,3,8,3,0,-11,0,-3
CCOc1ccc(NC(=O)c2ccccc2NC(=O)c2cccnc2)cc1,2,-5,-5,0,3,-6,0,1,-3
CC(C)C[C@H](NC(=O)N1CCn2c1nc1ccccc12)C(=O)NC1CC1,1,3,0,0,2,-3,-3,0,-3
O=C(CCCN1C(=O)S/C(=C\c2ccccc2)C1=O)NNC(=O)c1ccccc1O,1,0,-3,-10,7,4,3,3,-1
CCOC(=O)c1cnc2c(C(F)(F)F)cccc2c1N1CCN(C)CC1,6,-21,2,12,1,5,-5,1,-7

# No new results follow: 6 of the compounds above.
SMILES,CHRM5 antagonist,CHRM1 antagonist,M5 PAM,M1 PAM,TAAR1 ag,CHRM4 antagonist,M5 ag,M4 ag,M1 ag
CC1CCc2c(sc(NC(=O)COC(=O)c3ccccc3NCc3ccco3)c2C#N)C1 (stereo unspecified),13,-4,-10,2,11,5,-2,1,-5
O=C(O)c1ccc2c(c1)C(=O)N(NC(=O)c1ccccc1)C2=O,-4,9,-1,-6,6,-11,-1,1,-4
COc1ccc(C)cc1N(CC(=O)Nc1ccc(S(=O)(=O)N2CCOCC2)cc1)S(C)(=O)=O,11,-10,-3,4,4,1,-3,1,-3
Cc1ccc(-c2nnn(CC(=O)N(c3ccccc3)C(C(=O)NCC3CCCO3)c3cccs3)n2)o1 (stereo unspecified),-3,7,-6,2,1,9,-4,1,-5
Cc1nn(C(C)C(=O)NCc2ccccc2Cl)c(=O)c2c1sc1ccccc12 (stereo unspecified),-3,-3,3,8,3,0,-11,0,-3
CCOc1ccc(NC(=O)c2ccccc2NC(=O)c2cccnc2)cc1,2,-5,-5,0,3,-6,0,1,-3

# The results go on.
SMILES,CHRM5 antagonist,CHRM1 antagonist,M5 PAM,M1 PAM,TAAR1 ag,CHRM4 antagonist,M5 ag,M4 ag,M1 ag
Cc1nnc(NC(=O)c2ccccc2Oc2ccccc2)s1,-4,8,7,0,5,-8,6,0,-2
CC(C)C(=O)NNC(=O)c1csc(CS(=O)(=O)c2ccc(Cl)cc2)n1,6,3,1,-2,0,0,1,0,-5
Clc1ccccc1OCc1nc(-c2ccncc2)no1,-3,-7,-8,-3,2,-15,-3,3,-1
Cn1c(=O)c2c(SCC(=O)Nc3ccccc3F)nc(C3CC3)nc2n(C)c1=O,-3,-13,0,10,2,2,-2,0,-1
CCOc1cc(Br)c(/C=C2/C(=O)N(C)C(=S)N2CC(=O)OC)cc1OC,-12,-3,6,5,1,0,1,2,-3
CCCS(=O)(=O)NC(=O)C1(C)CCCN(C(=O)c2cc(C)on2)C1 (stereo unspecified),-3,-23,2,20,1,-12,1,1,-3
O=C(NC(Cc1ccccc1)C(=O)N1CCc2ccccc2C1)c1ccccc1 (stereo unspecified),14,19,-7,-9,8,-2,2,18,-6
Cc1cc(Cl)ccc1NC(=S)NC1CCCC1,10,-11,-8,5,1,-6,-4,2,-6
CC1(C)Cc2c(cnn2-c2cccc(F)c2)C(NC(=O)Cn2cccn2)C1 (stereo unspecified),0,-4,-2,7,0,4,0,0,-3
CC(NC(=O)NC1CCCCC1)c1ccc2c(c1)OCO2 (stereo unspecified),13,-9,-3,6,3,5,-4,1,-12
O=C(CCn1nc(-c2ccccc2)ccc1=O)NCCCN1CCCCCC1,4,1,0,-9,-1,0,-4,2,-12
CC1CCCC(NC(=O)CSc2ncnc3ccccc23)C1C (stereo unspecified),4,-1,4,9,2,-7,1,3,-2
CC(C)N(C(=O)CSc1nnc(NC(=O)c2cccs2)s1)C(C)C,-5,6,2,-2,12,-10,-3,1,-3
Clc1ccccc1CSc1nncn1NC/C=C/c1ccccc1,2,3,2,1,4,0,0,2,-6
O=C(NCCCN1CCCC1=O)c1ccc(NS(=O)(=O)c2ccccc2)cc1,5,-12,0,13,15,-4,-4,0,-2
CC(C)(CO)CNc1ccn2nccc2n1,-3,3,3,-4,3,-5,0,1,-2
O=C(Nc1ccc(Cl)c(Cl)c1)N1CC=CCC1,2,-2,-2,0,11,0,-7,2,-5
COc1ccccc1C(c1nnnn1Cc1ccccc1)N1CCN(C2CCCC2)CC1 (stereo unspecified),3,-11,-6,1,6,-2,-8,5,-6
COc1ccc(OC)c2nc3c(cc12)CCC3,13,10,-4,-1,1,-11,-4,-1,-4
CC(C)CNC(=S)NC(=O)c1ccc(Cl)cc1Cl,9,8,-9,-15,18,5,-2,-1,-9
O=C1c2ccccc2C(=O)N1c1cccnc1,3,3,-8,0,4,5,1,0,1
CC(C)(O)C#Cc1ccc(CNC[C@H]2O[C@@H](n3cnc4c(N)ncnc43)[C@H](O)[C@@H]2O)s1,5,-7,-4,3,2,6,0,1,-4
CCn1nc(NS(=O)(=O)c2ccc(NC(C)=O)cc2)c2cc3cc(C)ccc3nc21,3,-4,-1,4,-1,-27,-5,0,-2
Cc1ccc(C)c(N2CCN(S(=O)(=O)c3ccc4c(c3)CC(=O)N4C)CC2)c1,-18,-10,6,3,-2,1,-1,1,-2
